POLK inh – qHTS for Inhibitors of Polymerase Kappa. Potency, µM (series often up to 107 µM), inactives show top-dose activity, negative = inhibition, usual class: inhibitors. purified Pol kappa, fluorescent DNA synthesis assay, 10 min. DNA polymerase kappa (Homo sapiens), Q9UBT6. 0.53% of 400,000 active. AID 588579, 2011; further: on the % scale 0 is the no-effect control and ±100 the full control effect
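Readout: fluorescence, taken kinetically at 0 and 10 min. Conditions: 10 nM Pol kappa, 15 min RT compound preincubation, 50 nM substrate final. Controls: enzyme-free buffer wells.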
POLI inh – qHTS for Inhibitors of Polymerase Iota; AID 588590, 2011; DNA polymerase iota (Homo sapiens), Q9UNA4; Potency, µM (titrated, usually from 115 µM), without a hit: at the highest dose activity, negative = inhibition, hits mostly inhibitors; 1% of 390,000 active; Pol iota fluorescent replication assay, 10 min
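Fluorescent replication assay read twice, at 0 min and 10 min after adding 50 nM (final) substrate. Enzyme (10 nM) and compounds were first incubated 15 min at room temperature; enzyme-free buffer wells were negative controls.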
POLB inh – qHTS Assay for Inhibitors of DNA Polymerase Beta. 1.3% of 340,000 active. Potency, µM (series often up to 114 µM), for the others: top-dose activity change, negative = inhibition, most hits filed as inhibitors. AID 485314, 2010. P06746. Pol beta primer extension/strand displacement, fluorescence kinetic; further: on the % scale 0 is the no-effect control and ±100 the full control effect
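Human Pol beta at 10 nM; strand-displacement substrate 50 nM final. Compound exposure 15 min at room temperature before start, reaction 10 min at room temperature.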
BAZ2B block – qHTS Assay for Inhibitors of BAZ2B; AlphaScreen BAZ2B-H3K14Ac peptide displacement; Potency, µM (top dose mostly 114 µM), inactives show top-dose activity change, negative = inhibition, hits mostly inhibitors; 4.4% of 360,000 active; further: on the % scale 0 is the no-effect control and ±100 the full control effect; nearly all actives have a fitted effect of over 60% in size
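BAZ2B 50 nM plus b-H3(5-23)K14Ac 50 nM, PBS pH 7.4/0.01% Tween-20, 30 min RT; compound added (max 110 uM), 30 min RT; streptavidin donor/Ni-chelate acceptor beads 10 ug/mL final, 20 min dark; AlphaScreen read.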
BLM helicase inh – qHTS Assay for Inhibitors of Bloom's syndrome helicase (BLM); Potency, µM (top dose mostly 56.1 µM), inactives show at the highest dose activity change, negative = inhibition, actives largely listed as inhibitors; AID 2528, 2010; recombinant BLM DNA unwinding, fluorescence dequenching; RecQ-like DNA helicase BLM (Homo sapiens), P54132; 0.2% of 350,000 active;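 further: plate controls were vehicle for no effect and no enzyme for full effect; nearly all actives have a fitted effect of over 35% in size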
Target sequence (P54132 whole entry, looked up): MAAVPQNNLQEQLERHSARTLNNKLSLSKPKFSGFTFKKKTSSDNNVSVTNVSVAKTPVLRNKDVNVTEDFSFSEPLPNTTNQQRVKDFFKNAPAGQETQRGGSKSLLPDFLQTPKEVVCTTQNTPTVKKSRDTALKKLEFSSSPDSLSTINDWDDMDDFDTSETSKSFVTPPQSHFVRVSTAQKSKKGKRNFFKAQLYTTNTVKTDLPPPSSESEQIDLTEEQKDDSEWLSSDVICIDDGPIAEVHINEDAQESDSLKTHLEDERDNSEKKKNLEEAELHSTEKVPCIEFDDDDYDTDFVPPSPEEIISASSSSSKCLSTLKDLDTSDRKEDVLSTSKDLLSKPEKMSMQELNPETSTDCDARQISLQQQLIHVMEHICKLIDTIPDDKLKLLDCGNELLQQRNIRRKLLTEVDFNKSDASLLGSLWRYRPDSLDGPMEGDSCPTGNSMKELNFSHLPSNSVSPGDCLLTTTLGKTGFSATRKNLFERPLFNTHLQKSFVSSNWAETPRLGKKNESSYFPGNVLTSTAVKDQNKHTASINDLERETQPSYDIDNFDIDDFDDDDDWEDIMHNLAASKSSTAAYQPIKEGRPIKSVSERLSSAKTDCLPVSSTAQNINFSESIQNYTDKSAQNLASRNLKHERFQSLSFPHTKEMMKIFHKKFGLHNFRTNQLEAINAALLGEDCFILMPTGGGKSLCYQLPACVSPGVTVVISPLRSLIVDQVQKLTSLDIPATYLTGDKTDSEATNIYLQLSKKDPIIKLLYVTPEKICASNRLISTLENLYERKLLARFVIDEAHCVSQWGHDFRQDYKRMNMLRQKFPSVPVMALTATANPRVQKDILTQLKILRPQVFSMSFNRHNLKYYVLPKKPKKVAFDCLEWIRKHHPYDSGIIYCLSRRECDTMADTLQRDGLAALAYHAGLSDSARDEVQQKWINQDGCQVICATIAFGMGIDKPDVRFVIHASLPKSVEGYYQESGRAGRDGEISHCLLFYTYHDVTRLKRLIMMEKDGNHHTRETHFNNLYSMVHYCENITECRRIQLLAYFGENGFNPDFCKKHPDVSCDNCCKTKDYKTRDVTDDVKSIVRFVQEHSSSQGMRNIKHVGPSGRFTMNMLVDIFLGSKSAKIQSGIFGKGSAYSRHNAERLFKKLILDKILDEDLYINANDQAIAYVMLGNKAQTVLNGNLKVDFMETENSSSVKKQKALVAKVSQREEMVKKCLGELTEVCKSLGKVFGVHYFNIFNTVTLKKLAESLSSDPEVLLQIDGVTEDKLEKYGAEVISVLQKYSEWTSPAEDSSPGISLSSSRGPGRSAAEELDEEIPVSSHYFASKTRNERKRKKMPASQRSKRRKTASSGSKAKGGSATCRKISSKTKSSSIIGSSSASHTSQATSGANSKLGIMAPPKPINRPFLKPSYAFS
Anesthetic bind – qHTS Assay for Identification of Novel General Anesthetics; Ferritin light chain (Equus caballus), P02791; apoferritin/1-aminoanthracene competitive binding, fluorescence; Potency, µM (top dose mostly 77.5 µM), inactives show at the highest dose activity change, negative = displacement, usual class: inhibitors; 0.074% of 350,000 active; further: on the % scale 0 is the no-effect control and ±100 the full control effect; nearly all actives have a fitted effect of over 20% in size
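Probe: 1-aminoanthracene (50% saturated, PBS). Protein: horse-spleen apoferritin, 10 uM. Incubation: 10 min, room temperature. Detection: 380 nm excitation, 535 nm emission. Analysis: normalized response, four-parameter Hill.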
Pol eta inh – qHTS for Inhibitors of Polymerase Eta | DNA polymerase eta (Homo sapiens), Q9Y253 | recombinant Pol eta, fluorescent DNA replication assay | Potency, µM (top dose mostly 114 µM), inactives show at the highest dose activity change, negative = inhibition, actives largely listed as inhibitors | 1.2% of 390,000 active | AID 588591, 2011; further: on the % scale 0 is the no-effect control and ±100 the full control effect
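Pol eta (10 nM) was preincubated with compounds for 15 min at room temperature, after which fluorescent replication substrate (50 nM final) was added to start the reaction. Fluorescence was read kinetically at 0 and 10 min.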
APEX1 inh – qHTS Assay for Inhibitors of the Human Apurinic/apyrimidinic Endonuclease 1 (APE1). recombinant APE1, TAMRA/BHQ-2 abasic DNA cleavage fluorescence. Potency, µM (highest dose often 65.8 µM), for inactives: at the top dose activity change, negative = inhibition, hits mostly inhibitors. 0.35% of 350,000 active. AID 2517, 2012;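 further: plate controls were vehicle for no effect and reference inhibitor for full effect; nearly all actives have a fitted effect of over 55% in size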
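Activity was derived from the fluorescence gain between first and third kinetic reads (60 s intervals, ex 525/em 598 nm) after 50 nM THF-abasic TAMRA/BHQ-2 duplex was added to 0.75 nM APE1 preincubated 15 min with compound.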
G9a block – qHTS Assay for Inhibitors of Histone Lysine Methyltransferase G9a; Histone-lysine N-methyltransferase EHMT2 (Homo sapiens), Q96KQ7; G9a H3K9 monomethylation, AlphaScreen, 2 h; Potency, µM (titrated, usually from 102 µM), without a hit: top-dose activity, negative = inhibition, hits mostly inhibitors; 8.8% of 350,000 active; AID 504332, 2011; further: on the % scale 0 is the no-effect control and ±100 the full control effect; nearly all actives have a fitted effect of over 75% in size
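AlphaScreen detection with an anti-monomethyl H3K9 antibody quantified product after a 2 h room-temperature reaction containing 500 nM biotinylated H3K9 peptide, 20 µM SAM and 20 nM enzyme, which had been preincubated 15 min with compound.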
* hit, by the source's call; ? = inconclusive; . = not tested or not shown; [ ] = dose if it differs, or a comment. The call rests on the fitted dose curve; in most records, active means well fitted curve in the direction sought with a large enough effect; inconclusive means small, poorly fitted or top-dose-only effect, or another doubt; inactive means no such curve, though single readings can be large; an effect the other way counts as inactive or inconclusive. Potency means the concentration at half of the fitted maximal effect. The list is partial, so the mix of outcomes need not match the whole.

nr	smiles	BLM helicase inh	Pol eta inh	POLB inh	Anesthetic bind	POLI inh	APEX1 inh	POLK inh	G9a block	BAZ2B block
1	Cc1ccc(NCc2cccn2-c2nnc(N3CCC(C(=O)NCCc4ccccc4)CC3)s2)cc1	-13%	.	0%	28%	-7%	.	-3%	-10%[59 µM]	-21%
2	Cc1onc(-c2ccccc2)c1C(=O)N/N=C/c1c(F)cccc1Cl	-5%	-3%	5%	-9%	14%	-4%	-14%	.	1%
3	CC(=O)c1cc(C)ccc1OC(=O)c1ccco1	-3%	-9%	5%	-6%	11%	9%	-9%	5%[59 µM]	-3%
4	CC(Sc1nnnn1-c1ccccc1)C(=O)Nc1ccc(Cl)cn1 (stereo not drawn)	-6%	-15%	-17%	-4%	-1%	-2%	-6%	-32%[12.7 µM]	2%
5	O=C(COc1ccccc1Cl)Nc1ccc(-c2nc3ccccc3s2)cc1	-3%	-16%	-21%	-10%	35%[activator]	.	-3%	-17%[59 µM]	-1%
6	N=C(c1ccc([N+](=O)[O-])cc1)N1CCCCC1	1%	3%	-29%	-13%	-12%	1%	-2%	-19%	-13%
7	CC(C(=O)NC1CCCCC1)N1C(=O)C2C3C=CC(C3)C2C1=O (stereo not drawn)	-2%	-4%	-2%	-1%	27%	-27%	-12%	.	-2%
8	CC(=O)C[C@H](O)CC(=O)[C@@H]1OC(=O)CCCCCCCCc2ccccc21	.	-17%	.	.	30%	4%	-1%	.	.
9	COc1ccc(C(C)=O)cc1COC(=O)c1cc(C)nc2ccccc12	-4%	-18%	5%	-8%	8%	-11%	2%	5%	1%
10	COc1cc(-c2cc(OC)c3c(C)oc(C)c3c(=O)c2)ccc1OC(=O)c1cccc(C)c1	-10%	-9%	?	-2%	16%	.	-4%	?	-34%
11	O=C(NC(=S)N1CCc2ccccc21)c1ccc(Br)o1	-8%	-10%	12%	-14%	52%[activator]	0%	-7%	?	-33%
12	CCCc1nnc(SCC(=O)N(CC)CC)n1CC1CCCO1 (stereo not drawn)	2%	-15%	22%	-6%	51%[activator]	1%	1%	20%[59 µM]	-19%
13	O=C(CSc1c2c(nc3ccc(Cl)cc13)CCCC2)N1CCN(c2cccc(Cl)c2)CC1	-5%	6%	8%	-14%	0%	.	-8%	?	.
14	O=S(=O)(c1ccc(Br)s1)N1CCN(c2ccc(F)cc2)CC1	-3%	0%	?	-7%	?	3%	?	40µM*	6%
15	CN(c1ccc(OCC(=O)OCC(=O)c2c(N)n(C)c(=O)n(C)c2=O)cc1)S(=O)(=O)c1ccc2ccccc2c1	-2%	-13%	-7%	5%	9%	3%	12%	-6%	-7%
16	O=C(CNC(=O)c1ccco1)OCC(=O)c1ccc(Cl)cc1Cl	0%	-21%	7%	?	50%[activator]	-3%	-14%	16%	-13%
17	CCC(Sc1nc2n[nH]c(C)c2c(=N)n1-c1ccc(Br)cc1)C(=O)N(CC)CC (stereo not drawn)	-7%	-5%	-2%	58%[activator]	-17%	.	-7%[60.1 µM]	15%[59 µM]	-10%
18	CCOc1ccc(S(=O)(=O)NCCC(=O)N2CCN(c3ncccn3)CC2)cc1	.	-15%	.	.	23%	-12%	2%	11%[12.7 µM]	0%
19	COc1ccc(NC(=O)CCc2nnc3n(C)c(=O)c4sccc4n23)cc1Cl	-10%	4%	31%	0%	-6%	.	-3%	-24%[59 µM]	0%
20	O=[N+]([O-])c1ccc(N2CCCCC2)cc1N1CCOCC1	-3%	-9%	4%	?	126%[activator]	-2%	-1%	-13%	-9%[57.1 µM]
21	Cc1cccc(Oc2nc3c(C)cccn3c(=O)c2/C=C(\C#N)c2nc3ccccc3[nH]2)c1	6%	7%	13%	-15%	38%[activator]	.	-5%[60.1 µM]	-6%[59 µM]	2%
22	Cc1ccc(C)c(Cn2nnc3c(=O)[nH]c(C(=O)Nc4ccc(F)cc4)nc32)c1	-3%	?	-6%	-3%	-17%	-1%	-10%	5%	-3%
23	COc1ccc(-n2c(=O)c(-c3cc(F)cc(F)c3)nc3cncnc32)cc1	-3%	.	.	.	.	1%	2%[60.1 µM]	2%[0.501 µM]	.
24	O=C1CCN(Cc2ccccc2)C=C1c1ccc(Cl)cc1	.	-12%	.	.	-2%	-15%	-3%	.	.
25	Fc1ccccc1Cn1cc(C(=S)N2CCOCC2)c2ccccc21	-6%	-26%	18%	-19%	28%	-10%	0%	?	?
26	CC(C)C(=O)N1CCC2(CC1)Oc1ccc(Cl)cc1C(=O)C21CC(c2ccccc2)=NO1 (stereo not drawn)	-9%	-19%	17%	-6%	30%[activator]	-4%	-1%	21%[12.7 µM]	-36%
27	COC(=O)c1cccc(Nc2ccc([N+](=O)[O-])cn2)c1	-4%	6%	-18%	-6%	138%[activator]	2%	-6%	16%	-1%
28	CN(C)/C=N/C1=C(C#N)C(c2cccs2)c2ccc3ccccc3c2O1 (stereo not drawn)	-16%	-19%	-3%	?	118%[activator]	-11%	-19%	?	-32%
29	O=C(Cn1ccc2ccccc2c1=O)NCCC(=O)Nc1cccc(Cl)c1	-10%	-4%	-29%	-7%	122%[activator]	-17%	-4%	9%	-18%
30	O=c1oc2ccc(Br)cc2cc1-c1nc(-c2ccccc2)no1	0%	-9%	25%	-14%	?	.	6%	-5%[59 µM]	-8%
31	CCN(CC(=O)NCc1cccs1)C(=O)c1cccc(S(=O)(=O)NCc2ccccc2)c1	.	-12%	.	.	18%	-5%	-6%	7%	1%
32	COc1ccc(/C=C2\SC(=O)N(CCNC(=O)CCS(=O)(=O)c3ccc(C)cc3)C2=O)cc1	-12%	-6%	49%	-8%	2%	6%	-13%	?	-7%
33	Nc1nonc1-c1nc2ccccc2n1CC(=O)Nc1ccc(F)cc1	-1%	-2%	-15%	-2%	-14%	.	2%	3%[59 µM]	6%
34	CCOc1ccccc1-n1nnnc1SCC(=O)NC(=O)Nc1ccc2c(c1)OCCO2	0%	-12%	-10%	?	2%	-5%	-14%	-17%[59 µM]	-23%
35	Cc1cc2c(=O)n(C)c(SCC(=O)Nc3ccccc3C)nc2s1	.	6%	.	.	28%	7%	-17%	-23%	0%
36	Fc1ccccc1CSc1nc2ncccc2[nH]1	2%	0%	1%	5%	4%	13%	-11%	?	12%
37	CCOC(=O)c1cnc2ccc(OC)cc2c1Nc1cccc(C(C)=O)c1	-4%	-9%	10%	?	-24%	.	-10%	4%[59 µM]	3%
38	CC(Oc1cc2oc(=O)c3c(c2cc1Cl)CCC3)C(=O)NC1CC(C)(C)NC(C)(C)C1 (stereo not drawn)	28%	8%	8%	-5%	2%	25%	5%	-4%	1%
39	COc1ccc(NC(=O)N/C=C/c2ccc(Cl)cc2)cc1	-2%	-15%	3%	-19%	23%	-3%	-12%	20µM*	-26%
40	CC1(NC(=S)NCCO)CCS(=O)(=O)C1 (stereo not drawn)	-1%	-9%	-3%	4%	-7%	-2%	-13%	-10%	-4%
41	COc1ccc(C)cc1-n1nnnc1SC/C(O)=C(\C#N)c1nc2ccccc2[nH]1	-7%	?	?	-10%	?	-3%	?	?	-1%
42	Cc1ccccc1C(=O)N[C@H](C(=O)OCC(=O)NC1CC1)C(C)C	.	-8%	.	.	20%	22%	17%	.	.
43	Cc1ccc(NC(=O)CCS(=O)(=O)c2cccc3nonc23)c(Cl)c1	-2%	-21%	1%	-4%	43%[activator]	40%	9%	14%	-2%
44	COc1cc(/C=N\Nc2cc(=O)n(C)c(=O)n2C)ccc1O	-1%	?	0%	-3%	-7%	-4%	-3%	6%[59 µM]	-4%
45	COc1ccc(CNC(=O)CSc2nnc(C)s2)cc1	-2%	-6%	3%	-2%	16%	11%	0%	18%[59 µM]	7%

An excerpt of these results, with two lines to a compound.
Results follow in this order: BLM helicase inh | Pol eta inh | POLB inh | Anesthetic bind | POLI inh | APEX1 inh | POLK inh | G9a block | BAZ2B block
36) Fc1ccccc1CSc1nc2ncccc2[nH]1
    2% | 0% | 1% | 5% | 4% | 13% | -11% | ? | 12%
39) COc1ccc(NC(=O)N/C=C/c2ccc(Cl)cc2)cc1
    -2% | -15% | 3% | -19% | 23% | -3% | -12% | 20µM* | -26%
40) CC1(NC(=S)NCCO)CCS(=O)(=O)C1 (stereo not drawn)
    -1% | -9% | -3% | 4% | -7% | -2% | -13% | -10% | -4%
33) Nc1nonc1-c1nc2ccccc2n1CC(=O)Nc1ccc(F)cc1
    -1% | -2% | -15% | -2% | -14% | . | 2% | 3%[59 µM] | 6%

(further entries)
nr	smiles	BLM helicase inh	Pol eta inh	POLB inh	Anesthetic bind	POLI inh	APEX1 inh	POLK inh	G9a block	BAZ2B block
46	Cc1cc(OCC(=O)Nc2sc3c(c2C#N)CCC(C)C3)ccc1Cl (stereo not drawn)	0%	?	4%	-3%	?	.	-6%	10%[59 µM]	4%
47	CCC1CCCCN1CCCNC(=O)c1ccc(N2CCOCC2)c(NS(=O)(=O)c2ccc(OC)cc2)c1 (stereo not drawn)	4%	-12%	-12%	-6%	17%	4%	-2%	-46%	-38%
48	O=C(CCNc1cccc(F)c1)c1cccc([N+](=O)[O-])c1	-4%	-23%	16%	?	85%[activator]	-1%	0%	7.1µM*	35µM*
49	COc1cc(C(=O)N2CCC(NC(=O)C(Cc3ccccc3C)NC(C)=O)CC2)cc(OC)c1OC (stereo not drawn)	-2%	-8%	18%	-4%	19%	21%	3%	-5%	14%
